Screens (PubChem)
Rac1 mut GTP – GTP binding modulators of activated mutant Rac1, primary screen, biochemical, bead-based flow cytometry, multiplex, fluorescent GTP; Ras-related C3 botulinum toxin substrate 1 (Homo sapiens), P63000; GST-Rac1 activated beads; actives lie on both sides; 100% means binding = to untreated wells; percent activity (GTP binding), % at 10 µM; 190,000 compounds, 0.11% hits; AID 764, 2007;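 active = GTP binding at least 20 percentage points away from the 100% baseline, in either direction, so actives lie on both sides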
Rab2A wt mod – modulators of GTP binding to Rab2A wildtype, primary screen, biochemical, dog, bead-based flow cytometry, multiplex; Ras-related protein Rab-2A (Canis lupus familiaris), P61105; GST-Rab2 wt beads, Bodipy-GTP binding; GTP binding activity, % at 10 µM; 190,000 compounds, 0.19% hits; AID 760, 2007;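 active = GTP binding activity at least 20 points away from 100%, either lowered or raised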;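 also: 0% = beads with excess unlabeled GTP and 100% = no-compound control corrected for plate trend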
HRas wt GTP – modulators of GTP binding to HRas wildtype, primary screen, biochemical, bead-based flow cytometry, multiplex; GTP binding activity, % at 10 µM; GST-Ras wt beads, Bodipy-FL-GTP binding; actives lie on both sides; GTPase HRas (Homo sapiens), P01112; 190,000 compounds, 0.14% hits;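 active = GTP binding activity at least 20% away from the 100% baseline, either lowered as inhibitor or raised as activator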;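 also: 0% = unlabeled GTP competition control and 100% = no-compound control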
Target sequence (P01112 whole entry, looked up): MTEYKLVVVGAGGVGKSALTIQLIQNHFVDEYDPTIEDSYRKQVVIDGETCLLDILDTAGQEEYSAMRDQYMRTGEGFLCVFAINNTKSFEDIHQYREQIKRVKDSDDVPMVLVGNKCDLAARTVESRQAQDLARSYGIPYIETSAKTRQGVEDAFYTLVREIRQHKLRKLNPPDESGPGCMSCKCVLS
Cdc42 wt GTP – modulators of GTP binding to wildtype Cdc42, primary screen, biochemical, multiplex bead flow cytometry, Bodipy-GTP. Cell division control protein 42 homolog (Homo sapiens), P60953. GST-Cdc42 beads; actives lie on both sides. percent activity (GTP binding), % at 10 µM. 190,000 compounds, 0.2% hits;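 active = percent activity GTP binding at least 20 points away from the 100% baseline, either down as inhibitor or up as activator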;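 also: median bead fluorescence of bound Bodipy-FL-GTP at 100 nM; 0% = excess unlabeled GTP control and 100% = no compound control; below 100% means less GTP binding so inhibitor and above means activator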
Target sequence (P60953 whole entry, looked up): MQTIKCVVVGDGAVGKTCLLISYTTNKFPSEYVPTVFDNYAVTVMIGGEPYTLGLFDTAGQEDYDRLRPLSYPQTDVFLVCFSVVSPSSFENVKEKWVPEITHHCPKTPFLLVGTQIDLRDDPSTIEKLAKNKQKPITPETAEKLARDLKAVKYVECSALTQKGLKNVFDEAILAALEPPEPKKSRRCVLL
ABCG2 block – ABCG2 efflux pump inhibitors, primary screen, multiplex with ABCB1, IgMXP3 cells, flow cytometry | 190,000 compounds, 0.1% hits | AID 1325, 2008 | Broad substrate specificity ATP-binding cassette transporter ABCG2 (Homo sapiens), Q9UNQ0 | JC-1 efflux | inhibition, % at 6.6 µM;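 active = inhibition above 80%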;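 also: 0% = DMSO and 100% = nicardipine control wells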
Target sequence (Q9UNQ0 whole entry, looked up): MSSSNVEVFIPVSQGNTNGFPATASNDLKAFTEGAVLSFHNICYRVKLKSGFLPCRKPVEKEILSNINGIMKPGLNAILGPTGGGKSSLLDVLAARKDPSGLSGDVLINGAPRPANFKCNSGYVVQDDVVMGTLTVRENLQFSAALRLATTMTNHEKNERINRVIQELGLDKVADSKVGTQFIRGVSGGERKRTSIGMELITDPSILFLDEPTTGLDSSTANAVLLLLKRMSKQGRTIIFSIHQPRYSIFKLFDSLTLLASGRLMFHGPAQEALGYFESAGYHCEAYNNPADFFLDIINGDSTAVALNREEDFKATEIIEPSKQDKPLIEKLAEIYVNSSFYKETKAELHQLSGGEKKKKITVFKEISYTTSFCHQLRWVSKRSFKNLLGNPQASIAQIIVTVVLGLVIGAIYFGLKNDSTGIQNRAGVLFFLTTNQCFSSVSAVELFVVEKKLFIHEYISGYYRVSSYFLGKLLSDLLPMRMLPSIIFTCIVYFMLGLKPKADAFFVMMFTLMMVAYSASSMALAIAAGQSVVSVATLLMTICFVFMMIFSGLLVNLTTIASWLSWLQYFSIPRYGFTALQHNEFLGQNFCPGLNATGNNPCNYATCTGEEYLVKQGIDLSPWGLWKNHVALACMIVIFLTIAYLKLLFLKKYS
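Incubation: cells with compound and JC-1, 10 min at 25 °C, rotating, no wash / Test system: IgMXP3 (ABCG2) plus far-red-tagged CCRF-Adr (ABCB1) cells / Compound dosing: one concentration, 6.6 µM final / Also added: JC-1 fluorescent substrate / Evaluation: efflux inhibition in percent versus controls / Detection: flow cytometry, 530 nm JC-1 signal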
Pf gamet viab – late stage P. falciparum gametocyte viability inhibitors, primary screen, ATP luminescence, HTS. AID 743093, 2013. 150,000 compounds, 0.065% hits. P. falciparum stage V gametocytes, 24 h. inhibition, % at 10.9 µM;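 active = inhibition above the mean plus 3 SD of compounds within the control limits, set per campaign, cut at about 38% in these data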;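 also: 0% = DMSO wells and 100% = medium only without gametocytes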
GSH fluor – compound fluorescence on glutathione beads, profiling panel, artefact control, biophysical, 488/530 nm, flow cytometry; 190,000 compounds, 0.25% hits; GSH beads flow cytometry, compound fluorescence 488/530 nm; active compounds read high; fluorescence (KMESF) at 10 µM; in the data active = fluorescence above about 89;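 also: glutathione beads carrying GST-tagged Bcl family fusion proteins plus one bare bead set; values are compound well signal with DMSO vehicle wells as background; inactives centre near 16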
Rab7 wt GTP bind – modulators of GTP binding to Rab7, primary screen, biochemical, wildtype, multiplex bead flow cytometry | Rab7 GTPase wild type (dog), Bodipy-FL-GTP binding | GST-Rab7 beads, fluorescent GTP binding; actives lie on both sides; untreated = 100%, excess cold GTP = 0% | GTP binding activity (percent of control), % at 10 µM | 190,000 compounds, 0.055% hits;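 active = fluorescent GTP binding to Rab7 beads changed by at least 20 points from the 100% baseline, either direction, mostly lower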;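 also: median green fluorescence of bound Bodipy-FL-GTP per Rab7 bead population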
Avidin bead fluor – green autofluorescence of compounds with avidin beads – biophysical, 488/530 nm, flow cytometry, artefact control, profiling panel; AID 1775, 2009; 220,000 compounds, 0.38% hits; fluorescence (KMESF) at 10 µM; compound fluorescence 488/530 nm; active compounds read high; in the data active = fluorescence above about 47; also: inactives centre near 10
ABCB1 inh – ABCB1 efflux pump inhibitors, primary screen, cell-based, multiplex, flow cytometry, ABCG2 counter-screen; ATP-dependent translocase ABCB1 (Homo sapiens), P08183; CCRF-Adr cells, JC-1 efflux; inhibition, % at 6.6 µM; 190,000 compounds, 0.067% hits; in the data active = inhibition above about 40%;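 also: 0% = vehicle and 100% = reference inhibitor; higher value means more JC-1 retained so stronger ABCB1 efflux block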
Rac1 wt GTP bind – wildtype Rac1 GTP binding modulators, primary screen, biochemical, GST-Rac1 beads, flow cytometry, multiplex; Ras-related C3 botulinum toxin substrate 1 (Homo sapiens), P63000; fluorescent GTP binding; actives lie on both sides; 0 = cold GTP competed, 100 = untreated; GTP binding activity (% of control), % at 10 µM; 190,000 compounds, 0.27% hits;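 active = GTP binding activity at least 20 points away from the 100% control level, either lower or higher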
* marks the source's active call; other numbers are inactive results; . = no result given.

canonical_smiles	Rac1 mut GTP	Rab2A wt mod	HRas wt GTP	Cdc42 wt GTP	ABCG2 block	Pf gamet viab	GSH fluor	Rab7 wt GTP bind	Avidin bead fluor	ABCB1 inh	Rac1 wt GTP bind
CCSc1nnc(NC(=O)C2CC(=O)N(Cc3ccccc3)C2)s1 (stereo not given)	97	97	96	96	4	7	21	94	7	0.8	100
CCOc1cc(-c2cn(S(=O)(=O)c3cccc4nsnc34)nc2N)cc(OCC)c1OCC	95	100	100	101	5	.	11	98	17	2.9	97
Cc1occc1C(=O)N/N=C/c1cccnc1	102	109	107	107	1	15	20	108	16	0.1	105
CCOC(=O)C1=C(CNC2CCCCC2)NC(=O)NC1c1cc(C)ccc1C (stereo not given)	101	101	101	102	2	18	24	101	29	4.3	105
O=C1Nc2ccccc2C12OCC(COc1ccc(Cl)cc1)O2 (stereo not given)	90	90	93	91	1	.	35	92	12	0.0	88
Cc1cc(N2CCCC2)nc(N2C3CCC2CC(O)(c2ccc(F)cc2)C3)n1 (stereo not given)	96	94	94	94	2	.	17	93	11	2.0	96
COCCCNc1nc2c(c(=O)[nH]c(=O)n2C)n1CC(O)COc1ccccc1C (stereo not given)	99	101	102	101	1	.	18	104	6	0.2	105
Cc1cc([N+](=O)[O-])nn1CC(=O)Nc1nc2ccccc2s1	100	101	100	101	9	23	10	108	15	0.2	106
COC(=O)c1ccc(Oc2cc(C)nc(-n3nc(C)cc3C)n2)cc1	101	101	103	106	13	-9	46	103	8	0.9	109
O=[N+]([O-])c1cccc(S(=O)(=O)N2CCC(c3nc(-c4ccncc4)no3)CC2)c1	100	98	99	101	2	.	27	97	4	0.2	103
CN(c1cccc(NC(=O)CN(c2ccc(C34CC5CC(CC(C5)C3)C4)cc2)S(C)(=O)=O)c1)S(C)(=O)=O	102	102	102	101	1	.	24	98	7	0.6	102
COc1cccc(C(=O)NC(Cc2ccccc2)c2ccc3c(c2)OCCCO3)c1 (stereo not given)	100	102	102	102	3	.	23	99	15	1.3	100
O=C(COC(=O)C1CC(O)CN1C(=O)Oc1ccccc1)c1ccc(Br)cc1 (stereo not given)	99	99	101	102	8	-14	20	95	13	1.6	103
Cc1nnc(-c2ccc(Cl)cc2)nc1NCCN(C)C	98	99	101	97	4	10	20	102	12	0.4	99
CCCNC(=O)CCc1c(C)nc2nc(C)nn2c1C	96	100	97	99	0	7	11	97	12	0.2	97
CC1(C)CC(N(Cc2cccs2)C(=O)c2ccco2)CCO1 (stereo not given)	89	93	93	93	0	-2	35	93	14	0.1	89
COc1cc2nc(Cl)nc(N3CCOCC3)c2cc1OC	97	98	100	97	15	.	21	97	5	1.0	105
CCN(CC)S(=O)(=O)c1cc(NC(=O)CCCOc2ccc(C(C)=O)cc2)ccc1C	99	100	100	101	24	.	11	100	9	1.6	104
Cc1cc(NC(=O)c2ccc(COc3ccc(Cl)c(C)c3)o2)no1	97	96	97	98	2	-10	22	95	5	0.2	97
CC(=O)CSc1ncnc2nc[nH]c12	98	100	100	103	4	.	19	100	13	0.2	103
CCCCS(=O)CC(COCc1ccccc1)OC(=O)CSc1nc(C)cc(C)n1 (stereo not given)	102	106	108	110	1	.	21	104	32	0.2	110
COC(=O)c1scc(C)c1N/N=C(\C)c1ccc(F)cc1F	100	102	103	104	1	.	35	107	11	0.2	104
CCC1CCCCN1CCCNC(=O)C1CCC(=O)N1Cc1ccc(C)cc1 (stereo not given)	98	102	103	103	0	.	19	101	7	-0.3	101
CCN(CC)C(=O)C1CCCN(Cc2ccc(OC)c(C)c2)C1 (stereo not given)	102	101	101	103	1	-41	26	104	38	0.1	103
COc1cc(/C=N/Nc2cccc3cccnc23)cc(OC)c1O	93	89	90	90	0	2	9	99	10	-0.1	89
COc1ccc(CCNC(=O)c2ccco2)cc1	100	100	101	99	1	-7	22	102	40	0.3	102
CCOc1ccc(OCC)c(NC(=O)CN(C)S(=O)(=O)c2ccc3nc(C)sc3c2)c1	99	99	100	99	21	.	26	99	12	2.1	105
CC(C)CC(=O)NCc1ccc2[nH]c3c(c2c1)CCCC3	94	94	90	96	2	.	25	91	24	0.5	94
O=C(c1ccccc1F)N1CCN(CC2CC3C=CC2C3)CC1 (stereo not given)	98	97	97	98	1	.	13	98	35	0.0	95
Cc1ccc2oc(=O)c3cnn(CC(=O)N(Cc4ccco4)C4CCCCC4)c3c2c1	102	100	100	107	2	.	20	99	9	0.6	105
O=C(CCCn1c(=S)[nH]c2ccccc2c1=O)NCCSCc1ccccc1	93	96	97	92	12	.	18	105	10	0.3	95
Cc1ccc(C)c(N(C(=O)Cn2nnc3ccccc32)C(C(=O)NCc2ccco2)c2ccncc2)c1 (stereo not given)	98	100	99	100	3	-20	11	100	9	0.3	101
CC(=O)Nc1ccc(S(=O)(=O)NNC(=O)c2ccc(S(=O)(=O)N3CCCCC3)cc2)cc1	100	102	102	97	-5	7	22	99	8	-0.8	99
O=C(c1cccc(S(=O)(=O)N2CCCCC2)c1)N1CCN(S(=O)(=O)c2ccc(F)cc2)CC1	97	98	98	103	2	-40	36	101	10	0.5	100
COc1ccccc1NC(=O)C(=O)N(c1cccnc1)C(C(=O)NC(C)(C)C)c1ccccc1 (stereo not given)	95	97	97	98	6	16	11	105	8	0.9	96
COc1ccccc1OC(=O)CCc1nc2ccccc2s1	92	97	97	96	9	11	12	102	9	3.7	101
Cc1ccc(/C=N/NC(=O)c2nnn(-c3nonc3N)c2CSc2ccc(Cl)cc2)cc1	94	101	102	99	9	.	13	108	8	0.8	102
Nc1nc(CCOc2ccc(F)cc2)cs1	96	97	99	95	2	-6	21	97	8	-0.1	102
CCCCn1c(N)c(-c2nc3ccccc3o2)c2c([N+](=O)[O-])nn(CC)c(=O)c21	99	102	102	103	14	17	12	102	6	0.8	105
COc1ccc(S(=O)(=O)Nc2cc(C(C)C)c(O)cc2C)cc1	90	90	91	94	0	.	32	89	13	0.1	88
CCCSC1=C(C#N)C(c2ccc(OC)cc2)C2=C(CC(C)(C)CC2=O)N1 (stereo not given)	101	100	104	104	6	-12	13	95	35	3.6	102
Cc1sc2ncn(CC(=O)NCCCOC(C)C)c(=O)c2c1S(=O)(=O)N1CCN(c2ncccn2)CC1	98	96	97	99	-1	.	74	96	12	-0.2	94
CCN1CCN(c2nc3sc4c(c3c(=O)n2-c2ccc(OC)cc2)CCCCC4)CC1	99	100	101	102	2	.	24	103	35	0.6	103
NS(=O)(=O)c1ccc(N/N=C/c2cn(-c3ccccc3)nc2-c2ccccc2)c([N+](=O)[O-])c1	90	93	92	91	-2	7	8	92	17	-1.2	94
O=C(NCC1CCCO1)C1c2ccccc2C(=O)N1C1CCCCCC1 (stereo not given)	97	100	103	102	0	.	26	99	15	0.9	104
CCc1nc(C)cn1S(=O)(=O)c1cc(Cl)c(OC)cc1Cl	93	94	95	94	2	.	14	94	28	0.8	91
CCCCNS(=O)(=O)/C=C/c1ccccc1	96	98	96	99	3	6	8	98	2	0.0	100
COc1ccc(C(=O)Oc2c(C)occc2=O)cc1OC	103	103	105	105	3	0	38	101	6	0.8	107
CCN(CC)S(=O)(=O)c1cccc(NC(=O)c2cc3ccccc3o2)c1	98	95	98	97	37	.	24	102	32	2.4	102
CCOC(=O)CCNC(C)C1COc2ccccc2O1 (stereo not given)	97	105	104	100	2	1	6	106	11	0.7	98
COc1cccc2c1OCC1COc3c(c(=O)n(C)c(=O)n3C)C21 (stereo not given)	97	98	101	101	2	.	10	98	21	0.7	103
CCCc1nc(SCC(=O)Nc2ccc(N3CCOCC3)cc2)c2ccccc2n1	102	100	102	104	4	10	16	101	21	1.0	106
O=C(O)C1(S(=O)(=O)CCC(F)=C(F)F)CC1	96	100	95	94	13	-36	26	96	11	0.7	96
CC(=O)Nc1ccc(C(=O)NCC(=O)OCc2ccccc2F)cc1	89	96	91	92	-1	17	17	101	10	-0.3	89
CCN(CC)CCN1C(=O)c2ccccc2NC1c1ccc(Br)cc1 (stereo not given)	97	101	98	103	0	.	13	103	9	0.1	100
CCc1cccc2c(C(=O)COC(=O)c3c(C)noc3C)c[nH]c12	102	108	106	105	1	-22	20	103	8	-0.1	105
Cc1cc(C)cc(OCC(=O)OCC(=O)N2CC(=O)Nc3ccccc32)c1	92	96	94	92	3	16	15	97	8	0.5	97
COc1ccc(-n2c(C)cc(-c3csc(N)n3)c2C)cc1	101	100	98	101	-2	2	8	100	-5	0.0	102
Cc1nc(SCC(=O)N(C)C2CCCCC2)[nH]c(=O)c1Cc1ccccc1	99	104	105	105	16	.	25	102	13	1.0	107
CCOc1ccc2nc(N3CCC(C(=O)N4CCN(C(=O)c5ccco5)CC4)CC3)sc2c1	96	98	97	96	3	.	28	100	6	1.5	97
CNS(=O)(=O)c1cccc(C(=O)OCC(=O)Nc2ccc(-c3nc4ccc(C)cc4s3)cc2)c1	95	97	99	96	3	.	16	104	11	-0.2	97
Cc1nn(C)c(C)c1S(=O)(=O)N(CC(=O)NCc1cccs1)c1ccc(C(C)C)cc1	97	98	99	102	0	.	16	101	21	0.6	102
COC(=O)c1c(C(=O)OC)c(C)n(Cc2ccco2)c1C	95	96	96	97	5	.	13	98	15	1.5	95
